Screening results as filed in PubChem BioAssay.
ABCB6 inh MLPCN – inhibitors of human ABC transporter ABCB6; Q9NP58; fluorescence ratio to DMSO, % at 10 µM; K562-ABCB6 porphyrin accumulation, flow cytometry, 1 h; stronger effect = lower value; 360,000 compounds, 0.19% hits; AID 602162;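 active = fluorescence ratio to DMSO below 75%, the collection mean minus 3 SD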;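 note: signal is porphyrin accumulated inside mitochondria; 100% equals median channel fluorescence of DMSO control wells; lower ratio means ABCB6 inhibition with less porphyrin fluorescence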
NCOA2 inhibitor – inhibits human steroid receptor coactivator 2. Q15596. HEK293 GAL4-SRC2 luciferase reporter, luminescence. inhibition, % at 9 µM. 370,000 compounds, 0.17% hits. AID 651957;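 active = inhibition above the mean inhibition of all tested compounds plus 3 SD, set per campaign, cut at about 52% in these data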;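 note: 0% = DMSO treated cells and 100% = cells given Gossypol at 36 µM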
Cardio protect – modulators protecting cardiomyocytes from myocardial damage; H9c2 cardiomyocytes, H2O2 injury protection, ATPLite, 2 h; protection from H2O2 cell death, % at 20 µM; 360,000 compounds, 0.63% hits;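 active = compounds giving at least 50% protection of heart cells from peroxide-induced death in the single-dose screen, raw or plate-pattern-corrected value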;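 note: 0% = DMSO wells with peroxide and 100% = DMSO wells without peroxide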
ABHD5-PLIN5 inh – inhibitors of human ABHD5-perilipin-5 interaction | Q00G26+Q8WTS1 | Split G. princeps luciferase complementation, luminescence, 4 h | inhibition, % at 4 µM | 360,000 compounds, 0.78% hits | AID 602281;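 active = inhibition above the mean inhibition across every tested compound plus 3 SD, cut at about 22% in these data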;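 note: 0% = DMSO only wells and the 100% control is not disclosed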
NOD2-RIPK2 inh – blocks binding of human NOD2 to RIPK2 | CHO BLA complementation NOD2-RIPK2, CCF4 ratio | inhibition, % at 4.98 µM | 360,000 compounds, 0.38% hits | AID 624267; in the data active = inhibition above about 21%;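 note: 0% = vehicle only and 100% = reference blocker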
Target sequence (O43353 whole entry, looked up): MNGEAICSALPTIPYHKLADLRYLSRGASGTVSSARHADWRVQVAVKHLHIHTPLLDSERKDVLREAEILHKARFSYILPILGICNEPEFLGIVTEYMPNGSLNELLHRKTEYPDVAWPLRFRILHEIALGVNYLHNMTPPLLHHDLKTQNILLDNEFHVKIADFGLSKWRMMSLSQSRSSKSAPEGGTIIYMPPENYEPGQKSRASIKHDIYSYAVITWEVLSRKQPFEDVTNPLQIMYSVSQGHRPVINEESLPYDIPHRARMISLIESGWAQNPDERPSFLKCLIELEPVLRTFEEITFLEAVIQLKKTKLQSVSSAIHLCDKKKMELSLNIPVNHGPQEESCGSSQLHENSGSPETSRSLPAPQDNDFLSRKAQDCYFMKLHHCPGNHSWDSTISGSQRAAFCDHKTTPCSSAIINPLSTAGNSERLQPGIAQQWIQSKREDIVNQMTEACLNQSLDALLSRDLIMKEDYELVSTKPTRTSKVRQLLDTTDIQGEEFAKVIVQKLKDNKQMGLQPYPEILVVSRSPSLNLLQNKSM
TLR9-MyD88 inh – inhibitors of human TLR9-MyD88 binding. Q9NR96+Q99836. CHO BLA complementation TLR9-MyD88, CCF4 FRET ratio. inhibition, % at 4.98 µM. 340,000 compounds, 0.21% hits. AID 504734;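 active = inhibition above the mean over all tested compounds plus 3 SD, cut at about 21% in these data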;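 note: 0% = DMSO only wells and 100% = clavulanate BLA inhibitor control wells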
HTR2A ag – agonists of mouse serotonin 5-HT2A receptor (HTR2A). P35363. CHO-K1 mHTR2A beta-arrestin complementation, luminescence; percent of 30 µM serotonin response. activation, % at 7.6 µM. 360,000 compounds, 0.66% hits. AID 624169;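 active = activation above a run cutoff, the mean activation of all tested compounds plus 3 SD, cut at about 14% in these data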;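 note: 0% = plate median of compound wells and 100% = 30 µM serotonin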
Target sequence (P35363 whole entry, looked up): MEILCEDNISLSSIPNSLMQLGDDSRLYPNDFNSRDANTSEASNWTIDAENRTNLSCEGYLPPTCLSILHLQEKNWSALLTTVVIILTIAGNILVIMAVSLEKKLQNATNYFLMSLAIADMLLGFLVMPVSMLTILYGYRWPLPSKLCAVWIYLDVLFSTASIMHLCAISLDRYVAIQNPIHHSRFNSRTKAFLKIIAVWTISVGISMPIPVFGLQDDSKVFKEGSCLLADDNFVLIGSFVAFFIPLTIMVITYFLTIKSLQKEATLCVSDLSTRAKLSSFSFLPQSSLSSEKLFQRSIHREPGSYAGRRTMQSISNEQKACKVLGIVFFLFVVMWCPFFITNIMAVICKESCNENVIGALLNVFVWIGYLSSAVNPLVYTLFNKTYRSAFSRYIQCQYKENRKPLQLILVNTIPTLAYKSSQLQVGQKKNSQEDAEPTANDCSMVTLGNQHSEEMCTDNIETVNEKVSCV
N-glyco inh – blocks N-linked glycosylation in D54 reporter cells. D54 ERlucT glycosylation luciferase reporter, 24 h; percent of 100 nM tunicamycin response. reporter increase, % at 12.5 µM. 360,000 compounds, 0.23% hits. AID 588692;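 active = mean luciferase reporter signal, scaled so untreated is 0 and the glycosylation-blocking control 100, at or above a set limit in every replicate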;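 note: luciferase carries N-glycosylation sites so blocking glycosylation raises the light; 0% = median of neutral control wells and 100% = median of 100 nM tunicamycin wells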
MC4R barr agon – human MC4R agonism via beta-arrestin; P32245; U2OS MC4R beta-arrestin complementation, luminescence; percent of melanotan II response, DMSO zero; activation, % at 8.9 µM; 360,000 compounds, 0.98% hits; AID 540308;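 active = activation above a per-plate cutoff, the mean activation of sample wells on that plate plus 3 SD, cut at about 8% in these data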
MC4R antag cAMP – blocks human MC4R cAMP signaling. MC4R-expressing cells, MTII-stimulated cAMP, LANCE TR-FRET. AID 540295. inhibition, % at 6.5 µM. 360,000 compounds, 0.48% hits. P32245;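 active = inhibition above its plate's cutoff, the mean of tested wells on that plate plus 3 SD, cut at about 29% in these data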;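 note: 0% = Melanotan II alone and 100% = Melanotan II plus saturating MCL0020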
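Assay system: U2OS-MC4R stable cell line; Also added: Melanotan II; Technique: Eu-cAMP/anti-cAMP TR-FRET, emission 671 nm; Times: 30-min compound, 1-h challenge, 1-h detection, room temperature.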
Active calls of the source: *; nt = not tested or not shown. Some of the compounds tested; the hit share may differ from the screen's.

SMILES	ABCB6 inh MLPCN	NCOA2 inhibitor	Cardio protect	ABHD5-PLIN5 inh	NOD2-RIPK2 inh	TLR9-MyD88 inh	HTR2A ag	N-glyco inh	MC4R barr agon	MC4R antag cAMP
COC(=O)c1ncn(C2OC(COC(C)=O)C(OC(C)=O)C2OC(C)=O)n1 (stereo not given)	101	-2	1	5	-1	0	-2	2	1.9	1
OC(CN1CCN(c2ccccc2Cl)CC1)c1ccccc1 (stereo not given)	77	14	-6	-1	2	-4	-4	7	-0.7	-7
O=S1(=O)CC(N2CCCC2)CN1C1CCCCC1 (stereo not given)	103	4	0	8	-20	nt	2	1	nt	nt
O=C(NCCNC(=O)c1ccccc1[N+](=O)[O-])c1ccccc1[N+](=O)[O-]	97	-14	-4	9	5	0	4	0	0.2	-1
CCc1nc2ccc(C(=O)Nc3cccc(NS(C)(=O)=O)c3)cn2c1N(C)C(=O)Cc1ccccc1	92	16	7	0	-4	nt	-1	-2	-2.2	9
O=c1c2c(c(-c3ccccc3)nn1Cc1ccccc1)CCCC2	99	1	2	-1	9	-5	-12	-4	1.1	6
CC(C)c1ccc2c(c1)C(=O)NC(C)(C)C2	95	-10	-2	1	-2	2	-1	-1	-2.1	3
COc1ccc(N2CCN(C(=O)CSc3nc4c(c(=O)n(C)c(=O)n4C)n3C(C)C)CC2)cc1	100	-4	8	-3	-5	-4	0	-2	-0.4	-1
O=C(COC(=O)c1n[nH]c(=O)c2ccccc12)Nc1cccc(S(=O)(=O)N2CCOCC2)c1	92	14	19	-6	-12	-2	2	2	-0.6	2
CCN(CC)CCOC(=O)c1ccc(NC(=O)CCNC(=O)Cn2ccc3ccccc3c2=O)cc1	91	-29	8	0	3	4	4	-1	3.1	8
Fc1ccc(-c2cnc3n2CCCCC3)cc1	92	12	-7	-3	3	-2	1	-2	1.6	0
O=C1CC(SCc2nc3ccccc3[nH]2)C(=O)N1c1ccc(F)cc1 (stereo not given)	103	-22	8	-13	6	0	-4	-1	0.0	-2
c1ccc(-c2ccc3nnnn3n2)cc1	103	-13	8	3	-4	-3	-3	0	-3.2	-1
CCCn1c(SCC(=O)Nc2ccccc2OC)nnc1-c1ccco1	101	-1	0	9	-2	0	3	19	-0.8	13
COc1ccc(O)c(CNc2ccccc2F)c1	106	3	-7	-3	0	1	-1	-1	-2.2	-3
COc1ccccc1CNC(=O)CN1C(=O)NC(Cc2ccccc2)(c2ccccc2)C1=O (stereo not given)	93	-46	1	11	-2	0	0	-2	-2.3	8
COc1ccc(C)cc1NC(=O)CSc1nnc(-c2ccco2)n1N	93	24	2	1	-1	2	1	7	0.8	-5
c1ccc(OCCSc2nc3ccccc3o2)cc1	92	-41	-6	2	-3	4	-1	1	0.0	-2
Cn1c(-c2ccc(F)cc2)cnc1SCC(=O)NNC(=O)Cc1ccccc1	98	-11	-2	-1	1	nt	2	0	0.1	1
CC(=O)OC(C)(C)C#CCN1CCCC1	93	-16	-4	7	-1	-7	2	1	-1.3	-1
COc1ccc(/C=C(\NC(=O)c2ccc(Cl)cc2)C(=O)NCCCn2ccnc2)cc1OC	100	-12	2	1	-4	-8	4	0	0.3	14
O=C(NCCc1ccccc1F)C1CCC(=O)N(Cc2ccc(Cl)cc2)C1 (stereo not given)	96	-16	-10	5	2	-2	-3	0	-1.0	1
Cc1c(Br)cccc1NC(=O)C1(C)CCN1C(C)C (stereo not given)	116	9	1	2	1	nt	-2	1	-0.2	9
C#CCOc1ccc(C2C3=C(COC3=O)Nc3cc4c(cc32)OCO4)cc1OC (stereo not given)	100	15	-6	-5	4	-9	0	2	-0.7	5
c1csc(C2CCCN2c2nc3nonc3nc2NC2CC2)n1 (stereo not given)	102	-20	-3	4	4	-5	0	2	-2.2	3

Profiles as entered above. Order of screens: ABCB6 inh MLPCN | NCOA2 inhibitor | Cardio protect | ABHD5-PLIN5 inh | NOD2-RIPK2 inh | TLR9-MyD88 inh | HTR2A ag | N-glyco inh | MC4R barr agon | MC4R antag cAMP
O=c1c2c(c(-c3ccccc3)nn1Cc1ccccc1)CCCC2 across the screens: 99 | 1 | 2 | -1 | 9 | -5 | -12 | -4 | 1.1 | 6
O=C(COC(=O)c1n[nH]c(=O)c2ccccc12)Nc1cccc(S(=O)(=O)N2CCOCC2)c1 across the screens: 92 | 14 | 19 | -6 | -12 | -2 | 2 | 2 | -0.6 | 2

Additional compounds follow:
SMILES	ABCB6 inh MLPCN	NCOA2 inhibitor	Cardio protect	ABHD5-PLIN5 inh	NOD2-RIPK2 inh	TLR9-MyD88 inh	HTR2A ag	N-glyco inh	MC4R barr agon	MC4R antag cAMP
CC12CN3CCN(CC(C3)/C1=N\NC(=O)Nc1cccc(Cl)c1)C2	87	15	0	-1	-17	nt	0	1	-0.4	-5
COc1ccccc1C(=O)NCC(=O)NC1CCCc2ccccc21 (stereo not given)	104	-3	3	3	-4	1	1	1	-1.1	4
COc1ccccc1N1CC(C(=O)Nc2nnc(SCc3cccnc3)s2)CC1=O (stereo not given)	100	15	11	7	-6	-3	2	0	0.9	2
CC(C)(C(=O)N1CCC1(C)C(=O)NS(=O)(=O)c1ccc(C#N)cc1)c1ccccc1 (stereo not given)	103	-2	-8	-5	-2	nt	0	1	-2.1	-2
O=C(Cc1ccc(Cl)cc1)Nc1ccc2oc(=O)ccc2c1	96	8	-2	1	4	-3	0	2	-0.8	5
Cc1ccc(CNC(=O)C23CN(Cc4ccccc4)CC2C(c2ccc([N+](=O)[O-])cc2)=NO3)cc1 (stereo not given)	93	0	-10	-12	0	4	7	-4	-0.5	0
CN(Cc1ccccc1)C(=O)CN1C(=O)NC(C)(c2ccc(Cl)cc2)C1=O (stereo not given)	96	-55	-2	-4	-5	-6	-5	-1	-2.9	5
COc1ccc(-c2nc(CS(=O)(=O)CC(=O)NCc3cccc(Br)c3)c(C)o2)cc1	96	-1	2	3	4	3	-12	0	2.3	-4
Cc1sc2ncn(CC(=O)NCc3ccco3)c(=O)c2c1-c1ccc(F)cc1	84	-7	2	29*	8	-2	1	0	-3.5	-1
Cc1ccc2cccc(SCC(=O)NCC#N)c2n1	97	17	-1	6	-4	12	0	4	-2.0	1
Oc1ccccc1Cn1c(-c2ccccc2O)nc2ccccc21	97	-5	-18	-3	1	-5	-2	-2	-1.9	6
CC(=O)n1cc([C@H]2C=C(C(=O)N3CCN(Cc4ccc5c(c4)OCO5)CC3)O[C@@H](OCCCCO)C2)c2ccccc21	90	-9	13	15	17	-2	3	1	0.3	2
Cc1ccc(C(=O)C2C(c3cccs3)NC(=O)NC2(O)C(F)(F)F)cc1 (stereo not given)	95	1	9	2	-4	-24	0	0	-1.4	8
Cc1ccc(S(=O)(=O)NCCC(=O)NCc2ccc(Cl)cc2)cc1C	95	16	-2	2	5	2	4	-1	-1.4	4
FC(F)(F)c1cccc(-c2nn[nH]n2)c1	97	-4	10	4	-18	0	5	1	-1.6	15
COCCOc1nc2c(c(=O)n(C)c(=O)n2C)n1CCc1ccccc1	94	-11	5	1	-6	0	0	4	-1.4	13
Cc1cc(Cl)cc(C)c1OCCCCN1CCOCC1	81	0	-4	6	7	-7	-6	-1	-1.2	2
CCOC(=O)C1CCCN(C(=O)COc2ccc(S(=O)(=O)N3CCOCC3)cc2)C1 (stereo not given)	100	12	6	1	-2	0	4	1	-3.3	1
COc1ccc(CC(=O)OCC(=O)N2CCCc3ccccc32)cc1	98	22	-5	1	-12	5	6	3	-3.1	0
Cc1ccc(S(=O)(=O)N(C)c2cc(S(N)(=O)=O)c(C)cc2C)cc1	97	-9	4	-2	-6	6	1	0	-2.8	10
COc1ccc(C(CNC(=O)CNC(=O)c2cccc(F)c2)N2CCOCC2)cc1 (stereo not given)	97	24	6	-3	-6	-4	3	0	1.4	-2
COc1ccc(CCc2nnc(CCC(=O)N(C)Cc3ccncc3C)o2)cc1	107	-10	-2	-2	-13	2	-4	-2	-2.6	-4
CCCCN(C)CCNC(=O)c1cn(C)c(=O)c2c1c1ccccc1n2C	108	18	23	-15	14	-2	-5	-2	-0.2	17
O=C(Nc1cccs1)Nc1ccc(Br)cc1F	96	-3	-2	-10	-9	-5	-4	-4	3.6	-4
COc1cccc2cc(C(=O)C3=C(O)C(=O)N(CCN4CCOCC4)C3c3cccc(Cl)c3)oc12 (stereo not given)	101	2	5	14	-4	-3	5	1	2.3	13
O=C(c1nc(-c2ccccc2)n(-c2ccccc2)n1)N1CCN(S(=O)(=O)c2ccccc2)CC1	89	-15	2	-1	2	8	-1	-7	0.3	4
Cc1c(C(=O)NCc2ccccc2)c(-c2ccccc2)nn1-c1ccccc1	100	15	0	3	-3	-5	3	-5	-0.3	5
O=C(COC(=O)c1cccc(O)c1)NC(=O)Cc1ccccc1	104	-1	5	-4	-8	4	1	1	0.8	2
CCOCCCNS(=O)(=O)c1ccc(NC(=O)Cc2c(F)cccc2Cl)cc1	95	-24	-6	-6	-9	-9	-2	-2	-1.3	8

ABHD5-PLIN5 inh, what is marked active above
smiles,ABCB6 inh MLPCN,NCOA2 inhibitor,ABHD5-PLIN5 inh,NOD2-RIPK2 inh,TLR9-MyD88 inh,HTR2A ag,N-glyco inh,MC4R barr agon,MC4R antag cAMP
Cc1sc2ncn(CC(=O)NCc3ccco3)c(=O)c2c1-c1ccc(F)cc1,84,-7,29*,8,-2,1,0,-3.5,-1

Just ABCB6 inh MLPCN, for some of the entries so far:
structure	ABCB6 inh MLPCN
FC(F)(F)c1cccc(-c2nn[nH]n2)c1	97
COc1ccc(-c2nc(CS(=O)(=O)CC(=O)NCc3cccc(Br)c3)c(C)o2)cc1	96
O=C(COC(=O)c1cccc(O)c1)NC(=O)Cc1ccccc1	104
CC(C)(C(=O)N1CCC1(C)C(=O)NS(=O)(=O)c1ccc(C#N)cc1)c1ccccc1 (stereo not given)	103
